Screening data: PubChem BioAssay, several laboratories
NPY Y2 blocker – NPY-Y2 receptor antagonists, primary screen, cell-based | AID 793, 2007 | Neuropeptide Y receptor type 2 (Homo sapiens), P49146 | NPY-Y2 expressing cells, antagonist mode | inhibition, % at 2.7 µM | hit rate 0.99% among 140,000; in the data active = inhibition above about 17%;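 note: 0% = vehicle with agonist challenge and 100% = reference antagonist with challenge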
Target sequence (P49146 whole entry, looked up): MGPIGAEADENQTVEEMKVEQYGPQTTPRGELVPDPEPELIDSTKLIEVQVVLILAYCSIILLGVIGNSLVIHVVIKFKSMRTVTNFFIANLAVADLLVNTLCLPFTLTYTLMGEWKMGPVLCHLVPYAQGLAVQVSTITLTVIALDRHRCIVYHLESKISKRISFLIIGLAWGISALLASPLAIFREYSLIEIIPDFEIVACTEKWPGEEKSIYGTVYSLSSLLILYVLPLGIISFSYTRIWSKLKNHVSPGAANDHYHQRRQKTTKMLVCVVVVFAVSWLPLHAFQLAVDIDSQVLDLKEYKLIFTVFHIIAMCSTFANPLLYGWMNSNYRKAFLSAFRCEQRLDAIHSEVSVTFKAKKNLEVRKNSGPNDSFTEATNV
MRP-1 activ – H69AR viability gain despite doxorubicin, primary screen, MRP-1 activator project, H69AR cells, CellTiter-Glo; AID 799, 2007; viability increase, % at 10 µM; hit rate 0.61% among 140,000; viability rescue;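 active = viability gain under doxorubicin at or above a set limit, the compound median plus 3 SD, cut at about 4.7% in these data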;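 note: MRP-1 overexpressing cells given doxorubicin 25 µM after compound pretreatment; 18-22 h compound pretreatment then 72 h with doxorubicin before readout; 0% = doxorubicin-only wells and 100% = vehicle-treated cells without doxorubicin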
Measles CPE – compounds protecting cells from measles virus cytopathic effect, primary screen, measles RdRp inhibitor project, single point, MLSMR library, absorbance. Measles virus-infected cells, CPE protection. protection (pct of control), % at 4 µM. hit rate 1.5% among 140,000. AID 841, 2007; in the data active = protection mostly above about 24%, no sharp cut-off; inactive = mostly below about 26%; note: some compounds called inactive have numbers as strong as hits
E-sel TNF inh – E-selectin induction blockers in HUVEC – imaging, immunofluorescence, high content, primary screen | HUVEC TNFa-induced E-selectin immunofluorescence | inhibition, % at 2 µM | hit rate 0.71% among 120,000;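 active = inhibition above the batch mean plus 3 SD, and confirmed as a hit on visual image review, cut at about 43% in these data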;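 note: 0% = TNF-stimulated DMSO wells and 100% = unstimulated control wells; not every result past the cut was called active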
HCT116 PTEN-null – growth suppression of PTEN-null HCT116, primary screen, cell-based, CellTiter-Glo. hit rate 1.2% among 140,000. HCT116 PTEN-null viability, 60 h; stronger effect = lower value. viability, % at 10 µM. AID 827, 2007;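 active = viability at or below a set limit, 4 SD under the median of all tested compounds, cut at about 3.7% in these data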;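 note: PTEN knockout HCT116 line with beta catenin targeted HCT116 as companion control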
BB579 growth dn – growth inhibitors of yeast BB579 in restrictive medium, primary screen, yeast lifespan-shortening project, S. cerevisiae | OD615, 48 h | inhibition, % at 10 µM | hit rate 0.51% among 140,000 | AID 804, 2007;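 active = inhibition above a set limit, 3 SD over the mean compound inhibition, cut at about 44% in these data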; note: inactives centre near -24
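Test system: S. cerevisiae DeaD strain BB579 yeast; Medium: restrictive CSMM-D medium; Compound: one dose, 10 µM compound with 0.25% DMSO; Incubation: 4 h cell preincubation, 48 h compound exposure, 30 °C humidified; Signal: OD at 615 nm; Benchmarks: amphotericin B at 10 µg/mL as positive control.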
GALR2 antag – GALR2 antagonists in receptor-expressing cells, primary screen. antagonist mode. inhibition, % at 4 µM. hit rate 0.39% among 140,000. AID 828, 2007; in the data active = inhibition above about 27%;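 note: cells stimulated with galanin 1-16 at roughly its EC80; 0% = agonist challenge control and 100% = basal control without agonist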
Target sequence (O43603 whole entry, looked up): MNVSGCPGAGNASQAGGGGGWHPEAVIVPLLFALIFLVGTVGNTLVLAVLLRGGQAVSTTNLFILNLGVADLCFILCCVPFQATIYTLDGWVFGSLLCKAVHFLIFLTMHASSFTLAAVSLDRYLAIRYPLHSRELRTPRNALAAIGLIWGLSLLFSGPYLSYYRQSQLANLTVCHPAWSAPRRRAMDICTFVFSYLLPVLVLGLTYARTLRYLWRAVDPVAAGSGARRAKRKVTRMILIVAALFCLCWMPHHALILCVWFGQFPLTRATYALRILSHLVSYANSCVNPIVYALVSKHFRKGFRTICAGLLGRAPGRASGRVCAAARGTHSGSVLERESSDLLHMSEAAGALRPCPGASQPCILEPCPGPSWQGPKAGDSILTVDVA
Phagocyt inh – inhibitors of macrophage phagocytosis, primary screen, imaging, J774A.1 cells, IgG beads | hit rate 0.07% among 110,000 | inhibition, % at 5 µM | AID 1029, 2008 | J774A.1 macrophage IgG-bead phagocytosis;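 active = inhibition above the mean of the plate negative controls plus 5 SD, cut at about 13% in these data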;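 note: phagocytic index as fraction of beads internalized from green versus red external bead signal; plate controls were DMSO negative control for no effect and cytochalasin-D positive control for full effect; some results beyond the cut were filed as inactive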
HCT116 bCat-KO – primary screen for growth suppressors in beta-catenin knockout HCT116 cells (colon tumor, human). HCT116 beta-catenin knockout viability, CellTiter-Glo, 60 h; stronger effect = lower value. viability, % at 10 µM. hit rate 1.5% among 140,000;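 active = viability at or under a set limit, the compound median less 4 SD, cut at about 6% in these data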;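 note: 0% = Hyamine 1622 control at 20 µM and 100% = untreated cell control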
Yeast lifespan up – compounds extending yeast replicative lifespan, primary screen, S. cerevisiae, OD615. S. cerevisiae growth with nicotinamide; deaD strain in restrictive glucose medium. hit rate 0.68% among 130,000. inhibition of the nicotinamide effect, % at 10 µM;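 active = inhibition above a set limit, placed 3 SD over the median of all compounds, cut at about 26% in these data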;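 note: 0% = nicotinamide-treated wells and 100% = cells grown without nicotinamide; some compounds called inactive have numbers as strong as hits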
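Assay system: engineered S. cerevisiae DeaD replicative-lifespan strain, galactose-grown log-phase cells; medium: restrictive CSMM-D dextrose medium; also added: nicotinamide, 1.5 mM, co-present with compound; schedule: 48 h compound exposure at 30 °C, humidified; detection: absorbance at 615 nm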
* marks the source's active call; other numbers are inactive results; / = not tested or not shown.

The line under a structure holds: NPY Y2 blocker	MRP-1 activ	Measles CPE	E-sel TNF inh	HCT116 PTEN-null	BB579 growth dn	GALR2 antag	Phagocyt inh	HCT116 bCat-KO	Yeast lifespan up
Cn1ccnc1SCC(=O)Nc1ccc2c(c1)COC2=O
 : 3	-1.8	6	-4	86	-15	-2	/	79	-3
O=C1CC(N2CCN(C(c3ccccc3)c3ccccc3)CC2)C(=O)N1 (stereo not given)
 : 1	-1.4	3	4	101	-27	-2	-1	95	1
N#Cc1ccc(C(c2nnnn2CCc2ccccc2)N2CCCCCC2)cc1 (stereo not given)
 : 18*	-2.0	13	-9	59	-2	-2	-1	60	1
O=C(Nc1nc2c(s1)CCCC2)C1CCCN1C(=O)c1cccs1 (stereo not given)
 : 0	-1.2	13	12	113	-76	3	-3	95	-7
CCc1ccc2[nH]c(O)c(N=Nc3nc(-c4ccccc4)cs3)c2c1
 : 0	-3.7	2	-9	31	-57	4	/	22	-12
COc1ccccc1NC(=S)N(Cc1ccco1)Cc1cc2cc(C)ccc2[nH]c1=O
 : 4	-3.9	16	/	58	4	11	-10	66	0
O=C(NCCc1ccc2c(c1)OCCO2)c1cc(F)cc(F)c1
 : 5	4.7*	8	-14	69	-2	3	-5	68	-3
COc1ccc2cc(CCNC(=O)c3c(-c4ccccc4Cl)noc3C)c(=O)[nH]c2c1
 : 4	-2.9	10	-1	98	-21	20	0	94	-8
CC(NCc1cccn1C)c1ccccc1 (stereo not given)
 : 1	-1.2	9	-10	96	-14	-9	/	101	-7
CCOc1cccc(OCCOCCN(C)Cc2ccccc2)c1
 : 4	-1.2	7	2	91	-5	5	-2	86	-13
CCOC(=O)CN1CC23C=CC(O2)C(C(=O)Nc2ccc(OC)cc2OC)C3C1=O (stereo not given)
 : 1	-0.5	11	/	98	6	15	1	93	-6
O=C(CN1C(=O)c2cccc3cccc(c23)C1=O)N1CCN(c2ccccn2)CC1
 : 3	-0.2	1	-4	101	-30	2	0	87	4
COc1ccc(-c2cc(N)n(S(=O)(=O)c3ccc(C)cc3)n2)c(OC)c1
 : 0	-0.9	11	/	85	-70	4	1	87	-15
CCCNc1ncnc2nc[nH]c12
 : 3	-0.6	40*	-25	112	-15	8	0	97	-9
COC(=O)c1cccc(NC(=O)c2cccs2)c1C
 : 1	-0.7	5	14	93	-18	5	/	97	-9
CN1Cc2c(N3CCOCC3)nc(SCc3ccccc3)c(C#N)c2CC1(C)C
 : 2	-2.3	12	/	83	-18	-5	-1	81	-9
CO/N=C/NC(=O)N1OC[C@@H]2COc3ccc4ccccc4c3[C@@H]21
 : 10	-0.2	11	-8	96	-10	-5	0	92	0
Cc1ccc2c(C(=O)CN3CCCCC3CCO)c(C)[nH]c2c1 (stereo not given)
 : 1	-2.3	6	/	68	19	1	1	63	-10
O=C(N/N=C/c1ccncc1)c1cc(Br)ccc1OCc1ccccc1
 : 9	-3.2	7	7	86	-31	1	5	88	-2
CCOC(=O)c1ccc(C(=O)OCC)nc1
 : 1	-1.3	12	-4	102	-4	6	0	103	-11
Cc1cccc(Nc2nc(NCc3ccco3)c3ccccc3n2)c1
 : 27*	-4.3	9	/	1.8*	-42	23	6	1.8*	0
CSc1nc2c(c(=O)[nH]1)C(c1cccs1)C1=C(CCCC1=O)N2 (stereo not given)
 : 4	-1.4	7	/	92	-18	-2	/	95	-8
CN1OC2C(=O)N(c3ccccc3)C(=O)C2C1c1ccc(F)cc1 (stereo not given)
 : -1	-1.4	4	8	92	-34	8	1	90	-3
COc1cc(CNC(C)(C)C)cc(Br)c1OCc1cccs1
 : 5	-3.5	10	/	72	-26	-8	-4	64	1
O=C(NCc1ccccn1)c1ccc(N2CCCC2=O)cc1
 : 1	-1.7	6	3	98	-20	-1	0	104	7
Cc1ccc(CSc2nncn2-c2ccccn2)cc1
 : 1	4.5	3	16	102	-20	-6	/	91	/
C=CCc1c(O)nc(SCC(=O)c2ccccc2)[nH]c1=O
 : 2	-4.5	35	-27	95	-27	-1	/	106	17
CC1CCN(C(=O)CN(C2CCCCC2)S(C)(=O)=O)CC1
 : 1	-1.6	9	-4	98	8	-6	0	95	0
Cc1ccc(S(=O)(=O)N2CCC(=O)N(CCOC(=O)Nc3ccc(C)c(C)c3)CC2)cc1
 : 0	-0.6	4	-17	84	-2	-7	/	77	0
O=S(=O)(c1ccccc1)N1CCN(c2nc3ccccc3s2)CC1
 : 3	0.5	22	3	116	-76	-5	0	103	1
Cc1ccc(C(=O)NCc2ccc(Cl)c(Cl)c2)o1
 : 6	-1.5	23	24	101	-1	3	0	98	-10
COc1cccc(/C=N/NC(=O)c2ccc(COc3ccc(Cl)cc3Cl)o2)c1
 : 3	-4.4	52*	-11	87	-8	4	4	94	-14
Cc1ccccc1OC(=O)Cn1c(C(F)(F)F)nc2ccccc21
 : 20*	-0.5	2	17	101	-24	-3	-1	93	-2
Cc1ccc(NC(=O)CCC(=O)NNC(=O)Cc2ccccc2)cc1C
 : 0	-2.0	4	-9	90	-40	3	/	96	-8
COc1ccc(S(=O)(=O)Nc2cc3c4c(oc3c3ccccc23)CC(C)(C)CC4=O)cc1
 : 4	-4.1	29	6	23	-32	2	/	39	-10
Cc1ccc(S(=O)(=O)NC(CC(=O)NCc2ccco2)c2ccco2)cc1 (stereo not given)
 : -1	-1.7	5	/	86	-51	11	1	95	-22
O=C(NCc1ccccc1)NC1(C(=O)N2CCN(c3ncccn3)CC2)CCCCC1
 : -1	-0.7	6	-15	109	-53	2	-2	102	-7
CCCCOC(=O)Nc1nc(CC(=O)OCC)cs1
 : 1	-0.5	11	9	102	-30	-12	-2	83	-15
Cc1ccc(C)c(NC(=S)NC(NC(=O)OCc2ccccc2)C(Cl)(Cl)Cl)c1 (stereo not given)
 : 11	0.0	10	/	92	-25	6	-5	84	-1
CCOC(=O)COc1c(OC)cc(Cl)cc1C1Nc2ccccc2C(=O)N1c1ccccc1 (stereo not given)
 : 3	-1.0	5	2	99	-50	-2	0	108	6
COC(=O)c1ccccc1N(Cc1ccccc1)S(C)(=O)=O
 : -1	-2.8	6	/	89	5	11	/	79	-21
c1ccc(-c2onc3cc4c(cc23)OCCO4)cc1
 : 5	-1.2	1	-29	71	-3	16	-2	81	-24
COCCCNC(=O)c1ccc(CNS(=O)(=O)c2ccc(NC(C)=O)cc2)cc1
 : -1	-1.6	25	-21	96	-14	-6	/	96	-9
Nc1c(S(=O)(=O)c2cccs2)c2nc3ccccc3nc2n1Cc1ccc2c(c1)OCO2
 : 1	2.2	4	-39	58	-28	2	-1	73	-17
COc1cccc(/C=N/Nc2nc(N3CCCC3)nc(N3CCCC3)n2)c1O
 : -3	-0.3	21	-3	95	-31	29*	/	98	-25
NS(=O)(=O)c1ccc(CNC(=O)C2CCCCC2)cc1
 : 1	-1.6	4	2	99	-59	-13	0	100	-13
COC(=O)c1ccc(CSc2nncn2C)cc1
 : 3	-1.5	6	/	89	-45	11	-1	94	-12
COC(=O)C(C)N(C(=O)c1ccc(Cl)cc1)c1c(C)cccc1C (stereo not given)
 : 7	-3.6	5	0	75	-4	10	0	81	0
Cc1nn(-c2ccccc2Cl)c2sc(C(=O)Nc3nnc(C4CC4)s3)cc12
 : 0	-3.1	3	/	66	-15	18	-3	65	1
C=CCSc1nnc(NC(=O)CSc2nc(CCC)cc(=O)[nH]2)s1
 : 2	-0.7	13	4	97	-13	-6	1	93	-9
CCNC(=O)COC(=O)c1csc2c1CCCC2
 : 3	-1.0	2	/	107	-6	-9	0	94	16
CCOC(=O)c1c(NC(=O)C2c3ccccc3Oc3ccccc32)sc(C(=O)N(CC)CC)c1C
 : 2	1.7	4	-51	55	-41	-4	-2	64	-3
Cc1cc(C)c(S(=O)(=O)n2c([N+](=O)[O-])cnc2C)cc1C
 : 4	0.7	12	/	96	-17	5	/	90	-1
CCOc1ccc(NC(=O)c2ccc(OC)cc2)cc1
 : 3	2.0	31	11	84	-46	7	1	91	-22
COC(=O)c1ccc(NC(=O)CCN2CCN(c3ccccc3)CC2)cc1
 : 3	-2.1	5	-4	90	-26	-2	0	87	-11
COc1ccc2nc(N3CCCC(O)C3)c(C#N)cc2c1 (stereo not given)
 : 2	-2.7	9	-35	99	5	19	/	105	-24
Cc1cccc(NC(=S)NC2CCN(Cc3ccccc3)CC2)c1C
 : 2	-5.0	4	-9	95	12	-7	-8	102	2
CC(=O)C1=C(C)NC(=O)NC1c1cc(Br)ccc1OCC(N)=O (stereo not given)
 : 0	-1.1	20	-12	99	-21	0	0	96	-8
O=S(=O)(NCc1ccccn1)c1ccccc1
 : 0	-1.1	26	5	91	-40	-6	-1	101	6
Cc1cccc(-c2n[nH]c(=S)n2/N=C/c2ccc(C)s2)c1
 : 5	-3.0	3	38	93	-27	-10	0	93	0

New compounds follow:
The line under a structure holds: NPY Y2 blocker	MRP-1 activ	Measles CPE	E-sel TNF inh	HCT116 PTEN-null	BB579 growth dn	GALR2 antag	Phagocyt inh	HCT116 bCat-KO	Yeast lifespan up
CCn1ncc(Br)c1C(=O)Nc1ccc(C(=O)OC(C)C)cc1
 : 4	2.8	38*	5	91	-36	-6	1	97	-17
COc1ccc(N2CCN(C3CC(=O)N(C)C3=O)CC2)cc1 (stereo not given)
 : 0	-1.2	8	-8	102	-43	-14	-2	99	-10
Cc1cc(C)cc(NC(=O)CCN2CC(C)OC(C)C2)c1 (stereo not given)
 : 3	-3.1	7	/	81	-44	-6	0	80	-11
O=C(COc1ccc(F)cc1)Nc1nnc(-c2ccncc2)s1
 : 0	-1.8	5	-22	104	-38	-5	-1	100	-16
C[C@@H]1C[C@H]2[C@@H]3CCC4=CC(=O)C=C[C@]4(C)[C@@]3(F)[C@@H](O)C[C@]2(C)[C@H]1C(=O)CO
 : 3	4.2	10	/	99	-34	-7	/	89	4
O=C(Nc1ccc(NC(=O)c2sc3ccccc3c2Cl)cc1)c1ccco1
 : 0	-5.8	14	12	1.5*	-20	-4	-5	1.4*	3
Cc1ccc(/C=N/n2c(C3CCCCC3)n[nH]c2=S)o1
 : 0	-0.3	11	/	102	-1	8	0	95	-2
CC1=C(C)[N+](=O)C2CCCCC2N1[O-] (stereo not given)
 : 1	-0.3	8	-12	108	-27	-1	1	94	-3
CCC/C(=N/NC(=O)c1ccc2c(c1)OCO2)c1cccs1
 : 0	-3.2	11	13	74	-25	11	4	80	2
CCNc1cc2n(c(=O)n1)CCc1cc(OC)c(OC)cc1-2
 : 3	-3.2	5	15	103	-2	-5	0	89	-24
Clc1ccc(CNc2ccc3nnc(-c4ccccc4)n3n2)cc1
 : -4	-4.2	9	76*	47	-32	10	/	51	1
